Compound activity from PubChem BioAssay.
ABCG2 inh – human ABCG2 inhibition, ABCB1 as counter-screen | Q9UNQ0 | IgMXP3 cells, JC-1 efflux, flow cytometry | inhibition, % at 6.6 µM | hit rate 0.1% among 190,000 | AID 1325;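 active = inhibition above 80%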;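 also: 0% = DMSO and 100% = nicardipine control wells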
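Times: 10 min at 25 °C | Test system: Two drug-resistant human cell lines, ABCG2 and ABCB1 | Quantity: 3 million cells/mL final, two lines in 1:1 ratio | Signal: Flow cytometry, 530 nm JC-1 signal | Dosing: Compound at 6.6 µM | Controls: Nicardipine and DMSO wells | Reagent: JC-1 as fluorescent efflux pump substrate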
RGS7-Gao – human RGS7-Galphao interaction regulation. binding response (% of control), % at 10 µM. AID 1439. hit rate 0.35% among 220,000. Multiplexed bead flow cytometry, RGS7-Galphao binding; actives lie on both sides. P09471; in the data active = binding response below about 49% or above about 150%; inconclusive = no clear call, values can overlap the other calls; inactive = in between;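 also: fluorescent Galphao held in activated GDP-AlF4 state binding bead-coupled RGS7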
Target sequence (P09471 whole entry, looked up): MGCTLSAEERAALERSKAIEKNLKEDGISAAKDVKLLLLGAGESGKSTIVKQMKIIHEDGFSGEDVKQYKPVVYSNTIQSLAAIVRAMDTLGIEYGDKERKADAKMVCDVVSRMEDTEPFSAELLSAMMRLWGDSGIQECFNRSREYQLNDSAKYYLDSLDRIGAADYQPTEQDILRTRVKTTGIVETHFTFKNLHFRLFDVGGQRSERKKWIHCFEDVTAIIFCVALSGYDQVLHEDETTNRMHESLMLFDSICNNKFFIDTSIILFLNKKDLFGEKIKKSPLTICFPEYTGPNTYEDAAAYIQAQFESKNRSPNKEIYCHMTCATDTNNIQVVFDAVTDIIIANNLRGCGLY
Bim-Bcl-XL – inhibitors of Bim-Bcl-XL interaction, human; Q07817; Bim peptide-Bcl-XL binding, bead flow cytometry, fluorescence; inhibition, % at 10 µM; hit rate 0.04% among 190,000; AID 1007
Bim-Bcl-W – disrupts Bim peptide binding to human Bcl-W | Q92843 | bead-based flow cytometry | inhibition, % at 10 µM | hit rate 0.02% among 190,000 | AID 952;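 also: 0% = bound tracer without compound and 100% = peptide blocker; higher means less fluorescent Bim peptide bound to Bcl-W beads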
Target sequence (Q92843 whole entry, looked up): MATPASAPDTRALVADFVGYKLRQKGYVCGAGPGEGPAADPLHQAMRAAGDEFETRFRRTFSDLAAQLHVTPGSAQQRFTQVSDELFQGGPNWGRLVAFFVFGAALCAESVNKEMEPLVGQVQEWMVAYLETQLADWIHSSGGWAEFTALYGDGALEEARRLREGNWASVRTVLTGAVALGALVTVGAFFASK
Bim-Bfl-1 – human Bim-Bfl-1 interaction inhibition; Q16548; inhibition, % at 10 µM; Bead-based flow cytometry, Bim-Bfl-1 binding inhibition; AID 1008; hit rate 0.12% among 190,000;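 also: 0% = wells without compound plus tracer and 100% = blocker peptide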
ABCB1 block – inhibitors of human ABCB1 transporter, ABCG2 counter-screen. P08183. CCRF-Adr cells, JC-1 efflux, flow cytometry. inhibition, % at 6.6 µM. hit rate 0.067% among 190,000; in the data active = inhibition above about 40%;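 also: 0% = vehicle and 100% = reference inhibitor; higher value means more JC-1 retained so stronger ABCB1 efflux block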
Bcl-2 Bim block – human Bim-Bcl-2 interaction inhibition. Bead-based flow cytometry, Bim peptide-Bcl-2 binding. hit rate 0.06% among 190,000. inhibition, % at 10 µM; in the data active = inhibition above about 40%; inconclusive = no clear call, values can overlap the other calls;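 also: 0% = no compound wells with probe peptide and 100% = reference peptide inhibitor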
Target sequence (P10415 whole entry, looked up): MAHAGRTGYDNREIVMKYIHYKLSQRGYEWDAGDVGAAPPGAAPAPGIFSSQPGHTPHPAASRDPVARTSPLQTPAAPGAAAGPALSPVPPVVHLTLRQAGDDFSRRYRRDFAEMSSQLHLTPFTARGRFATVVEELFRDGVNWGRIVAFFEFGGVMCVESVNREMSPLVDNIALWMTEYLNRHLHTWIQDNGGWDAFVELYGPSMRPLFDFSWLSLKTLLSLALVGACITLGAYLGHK
GSH bead fluor – GSH bead compound fluorescence profile | GSH beads flow cytometry, compound fluorescence 488/530 nm; hits give high values | fluorescence (KMESF) at 10 µM | hit rate 0.25% among 190,000 | AID 1776; in the data active = fluorescence above about 89;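 also: glutathione beads carrying GST-tagged Bcl family fusion proteins plus one bare bead set; values are compound well signal with DMSO vehicle wells as background; inactives centre near 16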
RGS8-Gao reg – human RGS8-Galphao interaction regulation; multiplexed bead flow cytometry, RGS8-Galphao binding; actives lie on both sides; P09471; response (percent of control binding), % at 10 µM; hit rate 0.34% among 220,000; AID 1423; in the data active = response below about 60% or above about 140%; inactive = in between;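 also: Galphao activated as the GDP aluminium fluoride complex binding bead-coupled RGS8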
RGS4-Gao reg – human RGS4-Galphao interaction regulation; Multiplexed bead flow cytometry, RGS4-Galphao binding; actives lie on both sides; binding response (% of control), % at 10 µM; hit rate 0.33% among 220,000; in the data active = binding response below about 49% or above about 150%; inactive = in between;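 also: fluorescent Galphao activated with aluminum fluoride binding bead-coupled RGS4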
Bim-Bcl-B – disrupts Bim peptide binding to human Bcl-B; Q9HD36; bead-based flow cytometry; inhibition, % at 10 µM; hit rate 0.073% among 190,000;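 also: 0% = tracer peptide without compound and 100% = reference inhibitor peptide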
Target sequence (Q9HD36 whole entry, looked up): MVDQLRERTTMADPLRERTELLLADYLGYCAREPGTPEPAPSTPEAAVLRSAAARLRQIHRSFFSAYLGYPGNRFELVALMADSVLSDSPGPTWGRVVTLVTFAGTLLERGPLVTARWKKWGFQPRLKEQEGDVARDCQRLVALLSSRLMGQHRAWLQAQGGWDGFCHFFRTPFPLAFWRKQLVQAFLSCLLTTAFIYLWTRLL
* = called active by the depositor; ? = inconclusive; nt = not tested or not shown; + = active, no number. Rule as the data show it, unless noted: active = inhibition above about 40%.

Under each structure: ABCG2 inh	RGS7-Gao	Bim-Bcl-XL	Bim-Bcl-W	Bim-Bfl-1	ABCB1 block	Bcl-2 Bim block	GSH bead fluor	RGS8-Gao reg	RGS4-Gao reg	Bim-Bcl-B
- CC(=O)c1cccc(NC(=O)N2CCC(NC(=O)C34CC5CC(CC(C5)C3)C4)CC2)c1
    4.1	103.4	0.0	0.0	-4.0	0.3	-4.0	8	99.9	100.9	-2.0
- COc1cccc(C(=O)NCC(=O)N/N=C/c2cccs2)c1
    1.9	94.5	-5.0	-5.0	1.0	0.0	-2.0	15	89.4	77.8	-8.0
- O=C1S/C(=C\c2ccc(N3CCOCC3)o2)C(=O)N1c1ccccc1
    1.5	104.2	-7.0	-2.0	16.0	0.1	0.0	13	90.9	102.4	-12.0
- CC(C)OC(=O)c1cc(-c2ccc(C=O)o2)ccc1Cl
    -0.7	107.9	-5.0	-2.0	0.0	0.0	-2.0	11	106.7	105.8	-6.0
- Cc1sc2ncnc(N3CCN(CCOc4ccc(Cl)cc4)CC3)c2c1C
    17.5	102.0	-8.0	1.0	-9.0	26.8	-7.0	47	102.7	100.2	-5.0
- CC1(C)CC(NC(=O)C23CCC(C)(C(=O)C2=O)C3(C)C)CC(C)(C)N1 (stereo not drawn)
    13.9	94.6	-4.0	-6.0	-1.0	1.1	-6.0	21	98.8	100.8	-5.0
- CC(=O)NS(=O)(=O)c1cccnc1Nc1cccc(Cl)c1
    1.2	119.2	1.0	-1.0	1.0	0.3	-2.0	31	106.3	120.9	-1.0
- Cc1ccc2c(c1)Sc1ccccc1CC2=O
    0.4	96.0	0.0	-2.0	-1.0	0.0	-6.0	13	99.4	98.6	-2.0
- C#CC(CC)(CC)NC(=O)Nc1ccccc1C(=O)OC
    10.4	95.3	-1.0	-1.0	0.0	1.1	-1.0	13	96.4	94.2	-3.0
- CCCc1cc(C(=O)N2CCC(N3CCC(C(=O)NC(C)C)CC3)CC2)n(C)n1
    1.2	97.8	-2.0	0.0	-4.0	0.5	-1.0	9	100.1	99.0	-4.0
- O=C(CS(=O)(=O)Cc1ccccc1)N1CCc2ccccc2C1
    1.1	90.1	-1.0	-1.0	-4.0	0.4	0.0	52	99.2	85.6	1.0
- O=C(CSc1nnc(-c2ccccc2)c(-c2ccccc2)n1)Nc1ncc(Cl)cc1Cl
    9.6	109.7	-13.0	-8.0	1.0	5.3	-8.0	21	98.8	102.2	-11.0
- CCOC(=O)CN(C(=O)CNC(=O)c1cccs1)C(C(=O)NC1CCCC1)c1ccncc1 (stereo not drawn)
    0.8	103.0	-3.0	-3.0	-5.0	0.2	-2.0	14	102.1	103.8	-4.0
- O=c1oc(-c2ccco2)nc2sc3c(c12)CCCCC3
    0.9	102.9	-2.0	-1.0	-4.0	0.2	-4.0	14	101.7	102.0	-2.0
- CS(=O)(=O)N(CC(=O)N1CCCC1)Cc1ccccc1
    -0.1	94.3	-2.0	-1.0	-8.0	-0.2	-4.0	62	95.8	97.2	-5.0
- Cc1cccc(NC(=O)CCC(=O)N/N=C/c2ccco2)c1
    3.2	98.8	-5.0	-3.0	-12.0	-0.1	-4.0	13	102.8	101.5	-5.0
- CC(C)SCCCCOc1ccc2ccccc2c1
    1.7	89.5	-1.0	0.0	-8.0	0.2	-4.0	81	92.5	91.1	-3.0
- Cc1ccc2c(c1)cc(C)c1nnc(SCC(=O)NCc3ccco3)n12
    3.6	88.8	-5.0	0.0	-8.0	1.0	-5.0	44	97.1	91.1	0.0
- CCc1nnc(NC(=O)CSc2nnc(CNc3ccc(OC)cc3)n2C)s1
    0.7	91.6	-6.0	0.0	0.0	0.5	-3.0	17	93.0	94.9	-5.0
- O=C(NNC(=O)c1ccc(O)cc1O)c1ccc(Cl)cc1
    -1.2	93.0	7.0	2.0	6.0	0.3	6.0	34	91.5	95.7	6.0
- COc1ccc(CC(=O)Nc2ccc(-c3nc4cc(C)ccc4o3)c(O)c2)cc1OC
    -0.3	93.4	0.0	3.0	5.0	0.0	8.0	15	99.8	94.1	25.0
- COCCNC(=O)C(c1ccc(F)cc1)N(CC1CCCO1)C(=O)CCC(=O)Nc1ccccn1 (stereo not drawn)
    0.5	102.0	-3.0	-4.0	-2.0	0.5	-2.0	17	102.0	97.8	-5.0
- Nn1c(SCC(=O)Nc2nccs2)nncc1=O
    0.1	102.2	-1.0	2.0	-4.0	0.2	0.0	23	101.0	104.2	0.0
- O=C(Cc1ccc(S(=O)(=O)N2CCOCC2)s1)NCC1CCCCC1
    1.2	100.0	-5.0	-3.0	-9.0	0.4	-6.0	13	104.0	102.0	-9.0
- Clc1ccccc1N1CCN(c2ncnc3nc[nH]c23)CC1
    3.8	101.8	-6.0	-3.0	-11.0	0.3	-8.0	28	102.5	102.2	-11.0
- CN(C)c1ncc(S(=O)(=O)c2ccc(Cl)cc2)c(-c2ccc(Cl)cc2Cl)n1
    2.0	100.5	-8.0	1.0	-12.0	0.4	-11.0	14	101.3	104.9	-12.0
- COc1ccc(OC)c(-n2c(SCC(N)=O)nnc2-c2c[nH]c3ccccc23)c1
    4.0	110.3	-4.0	0.0	-11.0	1.1	-6.0	18	102.4	99.9	-5.0
- Cc1cc(C)n(-c2ccc(C(=O)Nc3cccnc3Cl)cc2)n1
    0.5	83.3	-6.0	-4.0	-13.0	0.0	-7.0	20	84.9	96.6	-8.0
- CCCN(CCC)CCOc1cc(C)ccc1C(C)C
    +	100.7	-7.0	-4.0	-1.0	137.3*	-3.0	23	97.2	95.7	-8.0
- O=C(Cc1c[nH]c2ccccc12)NCc1ccc(Cl)cc1
    18.1	101.8	-7.0	-2.0	-2.0	1.1	-6.0	10	106.4	100.2	-2.0

Next section; it opens with the two that closed the last part.
Under each structure: ABCG2 inh	RGS7-Gao	Bim-Bcl-XL	Bim-Bcl-W	Bim-Bfl-1	ABCB1 block	Bcl-2 Bim block	GSH bead fluor	RGS8-Gao reg	RGS4-Gao reg	Bim-Bcl-B
- CCCN(CCC)CCOc1cc(C)ccc1C(C)C
    +	100.7	-7.0	-4.0	-1.0	137.3*	-3.0	23	97.2	95.7	-8.0
- O=C(Cc1c[nH]c2ccccc12)NCc1ccc(Cl)cc1
    18.1	101.8	-7.0	-2.0	-2.0	1.1	-6.0	10	106.4	100.2	-2.0
- COc1ccc(Cc2nnnn2CC(=O)O)cc1
    4.5	98.0	-1.0	0.0	-11.0	0.4	-6.0	13	97.4	98.2	-4.0
- Cn1c(=NC(=O)c2ccco2)sc2ccccc21
    8.4	108.4	0.0	-3.0	-7.0	0.1	0.0	11	106.4	106.0	0.0
- CN(c1ccccc1)S(=O)(=O)c1cccc(C(=O)Nc2nccs2)c1
    -0.5	101.9	-4.0	-7.0	-13.0	0.0	-6.0	17	103.4	97.3	-7.0
- Cc1ccccc1Oc1nc2c(C)cccn2c(=O)c1/C=C(\C#N)C(=O)Nc1c(C)n(C)n(-c2ccccc2)c1=O
    -2.1	98.7	-8.0	-5.0	-15.0	-0.6	-8.0	17	99.4	98.7	-4.0
- Cc1nc(N2CCN(C(=O)c3ccco3)CC2)c2c3c(sc2n1)CCC3
    -0.5	94.6	1.0	-4.0	4.0	0.1	3.0	3	87.8	95.7	6.0
- Cc1cc(Nc2ccc3c(c2)OCCO3)c2cc(Cl)ccc2n1
    0.7	104.8	-1.0	-3.0	0.0	-0.3	-1.0	8	108.6	105.6	-3.0
- CC1=NN(c2ccc(C)c(C)c2)C(=O)/C1=C/c1ccc2c(c1)n(C)c(=O)n2C
    0.8	97.5	-1.0	0.0	-1.0	nt	0.0	9	99.0	95.6	-1.0
- COc1cccc(C(=O)NC(=S)Nc2ccc(N3CCCC3)cc2)c1
    -0.5	97.2	-1.0	-1.0	0.0	-0.2	-4.0	13	96.0	97.7	-2.0
- Nc1nc(Cn2nnc(-c3ccccc3F)n2)nc(N2CCOCC2)n1
    2.9	95.2	0.0	0.0	-5.0	1.0	-3.0	78	101.8	98.7	-1.0
- CCN(CC)CCN(Cc1cc2ccc(C)cc2[nH]c1=O)C(=O)NC1CCCCC1
    0.4	96.1	-1.0	-2.0	-4.0	0.7	0.0	11	99.8	103.8	-2.0
- O=C(Nc1ccc(Cl)c(Cl)c1)Nc1nnc(-c2ccncc2)s1
    5.7	101.4	-5.0	-3.0	-1.0	-0.5	-6.0	10	112.9	93.9	7.0
- CCOC(CCn1c(SCC(=O)Nc2cc(C)on2)nc2ccccc2c1=O)OCC
    1.1	91.0	-1.0	-4.0	-7.0	0.7	-1.0	18	100.9	96.0	-5.0
- CCCCOC(=O)c1cc(=O)[nH]c(=O)[nH]1
    -0.5	96.5	3.0	0.0	0.0	-0.1	0.0	15	98.3	94.9	-4.0
- CCOc1ncccc1C(=O)NCCN1C(=O)S/C(=C/c2cccs2)C1=O
    0.9	101.5	-2.0	0.0	-1.0	0.2	0.0	19	101.8	99.1	-3.0
- O=C(/C=C/c1cccs1)NCc1ccccc1
    3.1	96.8	-2.0	-1.0	-6.0	0.3	-2.0	6	99.7	98.2	0.0
- Cc1ccc(Cl)cc1-n1ncc2c(NNC(=O)c3ccco3)ncnc21
    2.6	99.5	3.0	-1.0	-3.0	0.3	-3.0	15	104.2	101.4	-3.0
- CC(=O)c1cccc(NC(=O)CCNS(=O)(=O)c2cccc3nonc23)c1
    19.4	96.8	-2.0	-1.0	-2.0	0.7	0.0	21	99.8	99.9	-6.0
- COCCn1c(C)cc(C(=O)CSc2nc3nc(C)cc(C)n3n2)c1C
    19.1	99.2	-7.0	-5.0	-2.0	0.3	-3.0	5	99.6	99.6	-6.0
- CCn1cc(S(=O)(=O)CC(=O)Nc2cc(C)on2)c2ccccc21
    0.9	101.8	-1.0	2.0	-9.0	0.2	-6.0	12	101.0	98.5	-6.0
- CCS(=O)(=O)N1CCCC(C(=O)N2CCc3ccccc3C2)C1 (stereo not drawn)
    11.0	102.8	-5.0	0.0	-9.0	1.8	-9.0	15	99.6	102.1	-7.0
- CCC(=O)NC(=S)Nc1cccc(NC(=O)c2ccccc2Cl)c1
    2.1	104.9	-4.0	-2.0	0.0	0.2	-3.0	13	104.5	99.1	-7.0
- O=C(OCC(=O)N1c2ccccc2Sc2ccccc21)c1ccc[n+]([O-])c1
    3.3	103.4	0.0	6.0	-1.0	1.2	4.0	22	107.7	105.6	-1.0
- CC(=O)Nc1ccc(C(=S)NCc2ccco2)cc1
    0.6	97.2	3.0	6.0	-6.0	0.0	-3.0	9	99.4	99.2	-3.0
- CC(C)NC(=O)NC(=O)COC(=O)C1(C)CC1(Cl)Cl (stereo not drawn)
    7.3	?	-2.0	0.0	-5.0	2.0	-3.0	12	99.4	100.7	-1.0
- CCOc1ccccc1C(=O)NCc1ccco1
    42.3	102.1	-3.0	4.0	-11.0	-0.8	-4.0	12	101.7	106.3	-9.0
- CCC(=O)N1CCc2cc(Br)cc(S(=O)(=O)Nc3c(C)n(C)n(-c4ccccc4)c3=O)c21
    -5.5	103.2	1.0	0.0	4.0	-0.1	0.0	25	104.0	102.6	7.0
